Sm TGR block – blocks Schistosoma mansoni thioredoxin glutathione reductase; AID 485364; Q962Y6; Potency, µM (highest dose often 114 µM), for the others: at the top dose activity change, negative = inhibition, hits mostly inhibitors; 360,000 compounds, 3% hits; purified TGR, DTNB reduction, TNB absorbance 405 nm; further: potency means the concentration at half of the fitted maximal effect; on the % scale 0 is the no-effect control and ±100 the full control effect; nearly all actives have a fitted effect of over 60% in size
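First, TGR (20 nM dispensed) and NADPH were mixed with compound. Second, a 15 min room-temperature incubation followed. Third, further NADPH and then DTNB were added to start the reaction. Finally, TNB absorbance was monitored kinetically.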
Cycloheximide cs – affects cycloheximide protein synthesis inhibition readout, counter-screen; AID 2314; 300,000 compounds, 12% hits; cell reporter, cycloheximide protein synthesis inhibition counterscreen; max response, %; in the data active means max response mostly above about 13%, no sharp cut-off; inactive means mostly below about 14%; further: read at 38.3 µM for the half of the compounds with a filed dose; 0% is about no effect
Giardia FBPA inh – inhibitors of Giardia lamblia fructose-1,6-bisphosphate aldolase | purified Giardia FBPA | Potency, µM (series often up to 59.6 µM), inactives show at the top dose activity, negative = inhibition, most hits filed as inhibitors | 290,000 compounds, 0.71% hits | AID 2451; further: potency means the concentration at half of the fitted maximal effect; on the % scale 0 is the no-effect control and ±100 the full control effect; nearly all actives have a fitted effect of over 55% in size
Target sequence (A8B2U2 whole entry, looked up): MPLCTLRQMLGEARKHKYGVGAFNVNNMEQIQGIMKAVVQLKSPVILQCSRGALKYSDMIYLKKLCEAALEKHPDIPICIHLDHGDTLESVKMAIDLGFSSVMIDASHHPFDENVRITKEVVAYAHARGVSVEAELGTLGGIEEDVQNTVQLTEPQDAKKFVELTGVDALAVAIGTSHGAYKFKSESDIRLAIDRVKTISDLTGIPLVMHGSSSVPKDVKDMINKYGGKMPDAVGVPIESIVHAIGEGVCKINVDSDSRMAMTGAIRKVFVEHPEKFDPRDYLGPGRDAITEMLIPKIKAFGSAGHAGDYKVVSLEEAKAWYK
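Giardia FBPA (40 nM reagent) was preincubated 10 min at RT with compound (up to 57.5 uM final), then substrate plus GAPDH/TPI/NAD/arsenate coupling system with diaphorase/resazurin was added; resorufin fluorescence (525/598 nm) was read after 20 min.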
Pf growth 96h – P. falciparum growth inhibition at 96 hours; P. falciparum luciferase reporter growth, 96 h; Potency, µM (doses to about 28.7 µM), for inactives: at the top dose activity change, negative = inhibition, usual class: inhibitors; 320,000 compounds, 6.9% hits; further: potency means the concentration at half of the fitted maximal effect; on the % scale 0 is the no-effect control and ±100 the full control effect
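Cell-based qHTS: luciferase-tagged P. falciparum in erythrocytes (2% hematocrit, 0.05% parasitemia final) incubated with compounds for 96 hours, 37 C, 5% CO2; luciferase detection reagent then added and luminescence measured.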
Pf growth 48h – inhibits P. falciparum growth in the first generation, 48 h; P. falciparum luciferase growth in erythrocytes, 48 h; Potency, µM (titrated, usually from 28.7 µM), inactives show at the highest dose activity change, negative = inhibition, usual class: inhibitors; 310,000 compounds, 5.9% hits; further: potency means the concentration at half of the fitted maximal effect; on the % scale 0 is the no-effect control and ±100 the full control effect
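Cell-based growth assay: transgenic P. falciparum expressing firefly luciferase, cultured in red cells within RPMI 1640 containing 0.5% w/v Albumax, 24 mM bicarbonate and gentamycin. A drop in luciferase activity indicates inhibition.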
Shiga inhibitor – Shiga toxin inhibition; Vero cells, Shiga toxin protein synthesis inhibition reporter; inhibition, % at 38.7 µM; 290,000 compounds, 9.2% hits; AID 2315; in the data active means inhibition mostly above about 28%, no sharp cut-off; inactive means mostly below about 43%; further: 0% is about no effect
* hit, by the source's call; ? = inconclusive; nt = no result given; & = joins results of further samples; [ ] = remark or other dose. Unless noted, the call rests on the fitted dose curve; in most records, active means well fitted curve in the direction sought with a large enough effect; inconclusive means small, poorly fitted or top-dose-only effect, or another doubt; inactive means no such curve, though single readings can be large; an effect the other way counts as inactive or inconclusive.

Results follow in this order: Giardia FBPA inh | Sm TGR block | Pf growth 96h | Pf growth 48h | Shiga inhibitor | Cycloheximide cs
#1 Cc1ccc(Nc2nnc(SCC(=O)c3ccc(Br)s3)s2)c(C)c1
 : -11% | 1% | 1µM* | -4% | 17 | 8
#2 CCOC(=O)c1sc(NC(=O)CSc2n[nH]c(-c3ccccc3)n2)c(C#N)c1C
 : ? | 0% | ? | -12% | 20 | 9
#3 COP(=O)(OC)C(NC(=O)/C=C/c1ccccc1)C(Cl)(Cl)Cl (configuration not stated)
 : 4% | 5% | 44%[activator] | 45%[activator] | 55* | 21
#4 C/C=C/C(=O)Nc1nnc(-c2ccccc2C)s1
 : 5% | 7% | 41%[activator] | 17% | 4 | 6
#5 O=C(CSc1nnnn1-c1ccccc1)Nc1ncc(Cc2cc(Cl)ccc2Cl)s1
 : 1% | 12% | 0% | 21% | 8 | -4
#6 Cn1ncc(Cl)c(Oc2ccc(C(C)(C)C)cc2)c1=O
 : -5% | 7% | ? | -24% | -4 | 20*
#7 CCCCN1C(=S)NC[C@@H]1Cc1ccc(O)cc1
 : -8% | 11% | -10% | -1% | -6 | 7.2*
#8 Cn1c(O)c(C=NCCN2CCN(C(=O)Nc3ccccc3)CC2)c(=O)n(C)c1=O
 : 7% | 5% | 2% | 1% | -11 | 2
#9 COc1cc2c(Nc3ccc(NC(=O)c4ccccc4)cc3)ncnc2cc1OCCCN1CCOCC1
 : 0% | nt | nt | nt | -4 | -4
#10 Cc1cccc(Cn2cnc3c(nnn3Cc3ccc(Cl)cc3)c2=O)c1
 : 1% | -13% | 4.1µM* | ? | -20 | -1
#11 Cc1nc2ncnn2c(C)c1CCC(=O)Nc1csc(N)n1
 : -1% | -11% | ? | 9% | 6 | -1
#12 OCCN=C(c1ccccc1)C12CN3CN(CN(C3)C1)C2
 : -2% | -15% | ? | 66%[activator] | -12 | -7
#13 COc1cccc(C2=N/C(=C\N(C)C)C(=O)O2)c1
 : 8% | 1% | ? | 87%[activator] | 94 | 34*
#14 CSCCC(NC(=O)c1ccoc1C)C(=O)O (configuration not stated)
 : 9% | -4% | -1% | nt | -12 | -2
#15 CC1CCc2nn(CC(=O)Nc3ccc(F)cc3F)cc2C1 (configuration not stated)
 : -1% | 8% | 2.9µM* | 12% | 13 | -1
#16 Cc1cccc(N(C(=O)CS(=O)CC(=O)Nc2ccc3c(c2)OCO3)C(C)C(=O)NC2CCCC2)c1C (configuration not stated)
 : 0% | 6% | ? | -2% | -10 | -1
#17 C=CCNC(=S)N/N=C/c1ccc(-c2ccc(OC)cc2)o1
 : -3% | nt | ? | 5.2µM* | 51 | 16
#18 O=C(CSc1nnc2ccc3ccccc3n12)c1ccc(F)cc1
 : nt | -12% | 41%[activator] | 37%[activator] | nt | nt
#19 Cc1cc(OCc2nc3ccccc3s2)ccc1N
 : -4% | 5% | 415%[activator] | 256%[activator] | 112* | 59*
#20 Cc1ncc(C[n+]2ccc(C)c(C)c2)c(N)n1
 : nt | -4% | -2% | ? | nt | nt

Brought forward from above: four compounds, then new ones.
Results follow in this order: Giardia FBPA inh | Sm TGR block | Pf growth 96h | Pf growth 48h | Shiga inhibitor | Cycloheximide cs
#17 C=CCNC(=S)N/N=C/c1ccc(-c2ccc(OC)cc2)o1
 : -3% | nt | ? | 5.2µM* | 51 | 16
#18 O=C(CSc1nnc2ccc3ccccc3n12)c1ccc(F)cc1
 : nt | -12% | 41%[activator] | 37%[activator] | nt | nt
#19 Cc1cc(OCc2nc3ccccc3s2)ccc1N
 : -4% | 5% | 415%[activator] | 256%[activator] | 112* | 59*
#20 Cc1ncc(C[n+]2ccc(C)c(C)c2)c(N)n1
 : nt | -4% | -2% | ? | nt | nt
#21 CCOC(=O)C(C)Oc1ccc(C2NC(=O)NC(C)=C2C(=O)Nc2ccccc2C)cc1 (configuration not stated)
 : 1% | 0% | ? | 10µM* | -1 | 0
#22 Clc1cccc(Cl)c1C1N2CCCN12 (configuration not stated)
 : 3% | -14% | nt | 9% | 4 | -7
#23 CC(C)CCNC(=O)CNC(=O)c1cccs1
 : 1% | -9% | 56%[activator] | nt | -6 | -4
#24 CCn1cnc2c1c(=O)n(Cc1cccc(Br)c1)c(=O)n2Cc1ccccc1
 : 15% | 0% | -22% | ? | -5 | 7
#25 Cc1ccc(OCC(=O)N/N=C\c2cn(Cc3ccccc3)c3ccccc23)cc1C
 : 1% | 2% | ? | -4% | -5 | -2
#26 COc1cc(CNn2nnnc2N)ccc1OCC(=O)NC(C)(C)C
 : -2% | 4% | 57%[activator] | nt | -6 | -5
#27 Cc1ccc2c(CC(=O)O)coc2c1C
 : 17% | ? | ? | 17% | 31 | -4
#28 CCOC(=O)/C(C#N)=C1\Nc2ccccc2N=C1N(CC(C)C)CC(C)C
 : -8% | 0% | 19% | 2.3µM* | -13 | 4
#29 CCn1cc(S(=O)(=O)NCCc2ccc(OC)c(OC)c2)cn1
 : 2% | -3% | 86%[activator] | 5% | -3 | -4
#30 Cc1cc(C)c2c(NC(N)=S)n[nH]c2n1
 : -23% | 1% | 18% | 30%[activator] | 14 | 9
#31 Cc1noc(C)c1C(=O)NNc1ccc(C(C)C)cc1
 : 5% | 20µM* | ? | ? | -7 | 8
#32 Cc1[nH]n(-c2ccccc2)c(=O)c1N=Nc1ccc(C(N)=O)cc1
 : ? | -5% | 163%[activator] | 0% | -4 | -2
#33 COc1ccc(NS(=O)(=O)c2ccc3oc(SC)nc3c2)cc1
 : 3% | 5% | 7% | -10% | 3 | 2
#34 O=C(CCN1C(=O)[C@H]2CC=CC[C@H]2C1=O)NCc1nc(-c2ccc(Cl)cc2)no1
 : -9% | 7% | ? | ? | 7 | 5
#35 COC(=O)Cn1ccc2cc(S(=O)(=O)N3CCCCCC3)ccc21
 : 9% | 8%&-2% | ? | -4% | -10 | 4
#36 CCCCCCn1cc(C(=O)O)c(=O)c2cc(F)c(N3CCN(C(=O)OCC)CC3)cc21
 : 1% | 12% | ? | -2% | -7 | 1
#37 CC(C)CC(N=Cc1c(O)c2ccccc2oc1=O)C(=O)O (configuration not stated)
 : 7% | 5% | 21% | 8% | 47 | 10
#38 COC(=O)C1CN(C(=O)C(C)Oc2ccc(C)c(C)c2)c2ccccc2O1 (configuration not stated)
 : -6% | 2% | -8% | -2% | -6 | 1
#39 CCCCSCCCNC(=O)Nc1ccc(CC)cc1
 : 8% | 10% | ? | 5% | 6 | 11*
#40 Clc1cccc(CN2CCc3c([nH]c4ccccc34)C2)c1Cl
 : ? | ? | ? | 1.9µM* | -8 | -3

Record cards (already shown):
Entry for `C=CCNC(=S)N/N=C/c1ccc(-c2ccc(OC)cc2)o1` : Giardia FBPA inh: -3%; Sm TGR block: nt; Pf growth 96h: ?; Pf growth 48h: 5.2µM*; Shiga inhibitor: 51; Cycloheximide cs: 16
Entry for `CCn1cc(S(=O)(=O)NCCc2ccc(OC)c(OC)c2)cn1` : Giardia FBPA inh: 2%; Sm TGR block: -3%; Pf growth 96h: 86%[activator]; Pf growth 48h: 5%; Shiga inhibitor: -3; Cycloheximide cs: -4

(cont.)
Results follow in this order: Giardia FBPA inh | Sm TGR block | Pf growth 96h | Pf growth 48h | Shiga inhibitor | Cycloheximide cs
#41 FC(F)Oc1ccc(-c2csc(=Nc3cccnc3)n2CC2CCCO2)cc1 (configuration not stated)
 : -20% | -23% | 13µM* | ? | 3 | 2
#42 CC(C(=O)NC1CCCCC1)N(Cc1ccc(F)cc1)C(=O)c1snc(C(N)=O)c1N (configuration not stated)
 : nt | 6% | -11% | ? | -11 | -8
#43 CC(=O)Nc1nc2c(c3c1c(=O)oc1ccccc13)CCCCC2
 : 0% | 0% | nt | nt | -10 | -5
#44 CC(C)NC(=O)CSc1ccccc1C(=O)NCc1ccc2c(c1)OCO2
 : 1% | 0% | -2% | nt | -8 | 4
#45 CCC(=O)N1CCN(c2nc3ccc(Br)cc3s2)CC1
 : 12% | 2% | 43%[activator] | 79%[activator] | 59* | 36*
#46 c1ccc(CCc2nc(-c3ccc(-n4cccc4)cc3)no2)cc1
 : -2% | 4% | -89% | nt | -15 | -14
#47 CCCCCN(C(=O)CCC(=O)OC(C)C(=O)NCc1ccccc1)c1c(N)n(CCCC)c(=O)[nH]c1=O (configuration not stated)
 : nt | -1% | ? | ? | nt | nt
#48 Cc1c(NC(=O)C(C)Sc2nc3ccccc3c(=O)n2CCO)c(=O)n(-c2ccccc2)n1C (configuration not stated)
 : -2% | 2% | 6% | 78%[activator] | -11 | -1
#49 Cc1cccc(C)c1NC(=O)CSc1nnnn1C
 : 1% | -5% | 10% | 10% | -20 | -8
#50 COc1ccc(-c2nn(-c3ccccc3)cc2C(=O)N/N=C/c2ccc([N+](=O)[O-])o2)cc1
 : -14% | nt | 4% | 2.6µM* | -22 | 5
#51 Cc1cccc(N2CCN(S(=O)(=O)c3cccc4nonc34)CC2)c1C
 : 1% | -9% | 2.9µM* | -13% | -13 | -5
#52 CC(=O)Nc1ccc(-c2csc(NC(=O)C3CSC4(C)CCC(=O)N34)n2)cc1 (configuration not stated)
 : nt | -20% | 4% | ? | nt | nt
#53 COc1ccc(N2CCN(C(c3cccs3)C(C)NS(C)(=O)=O)CC2)cc1 (configuration not stated)
 : 13% | 9% | 109% | 10% | -13 | 9
#54 Clc1ccc(CO/N=C(\Cn2ccnc2)c2ccc(Cl)cc2Cl)c(Cl)c1
 : 3% | nt | 1.9µM* | 4.3µM* | nt | nt
#55 CC(C)(C)S(=O)(=O)c1ccc2nc3c(n2c1)CCCC3
 : 3% | 2% | 90%[activator] | 1% | -5 | -2
#56 CCS(=O)(=O)CCn1c([N+](=O)[O-])cnc1C
 : -9% | -4% | 8% | -14% | -5 | -3
#57 O=C(Nc1cc(-c2nc3ncccc3o2)ccc1Cl)c1ccco1
 : nt | -31% | ? | 10% | -6 | 8
#58 COC(=O)c1ccc(CSc2nnnn2Cc2ccccc2)cc1
 : -3% | 10% | 59%[activator] | 4% | -5 | 13
#59 Cc1c(C)c2ccc(OCC(=O)N[C@@H](Cc3ccccc3)C(=O)O)cc2oc1=O
 : 18% | 27% | 27% | 22% | -4 | 0
#60 CC(C)c1cc(C(=O)N/N=C/C=C/c2ccccc2)n[nH]1
 : -2% | -18% | 3% | 10% | 15 | 1
#61 CC(C)n1c(SCc2ccccc2F)nc2c1c(=O)n(C)c(=O)n2C
 : 9% | -9% | 13% | nt | 3 | -8
#62 COC(=O)c1cnn(-c2ccc(F)cc2F)c1/C=N/NC(=S)NC(C)(C)C
 : -9% | 4% | ? | ? | 2 | -1

Molecules above that contain fluorine, in the order listed:
Results follow in this order: Giardia FBPA inh | Sm TGR block | Pf growth 96h | Pf growth 48h | Shiga inhibitor | Cycloheximide cs
#15 CC1CCc2nn(CC(=O)Nc3ccc(F)cc3F)cc2C1 (configuration not stated)
 : -1% | 8% | 2.9µM* | 12% | 13 | -1
#18 O=C(CSc1nnc2ccc3ccccc3n12)c1ccc(F)cc1
 : nt | -12% | 41%[activator] | 37%[activator] | nt | nt
#36 CCCCCCn1cc(C(=O)O)c(=O)c2cc(F)c(N3CCN(C(=O)OCC)CC3)cc21
 : 1% | 12% | ? | -2% | -7 | 1
#41 FC(F)Oc1ccc(-c2csc(=Nc3cccnc3)n2CC2CCCO2)cc1 (configuration not stated)
 : -20% | -23% | 13µM* | ? | 3 | 2
#42 CC(C(=O)NC1CCCCC1)N(Cc1ccc(F)cc1)C(=O)c1snc(C(N)=O)c1N (configuration not stated)
 : nt | 6% | -11% | ? | -11 | -8
#61 CC(C)n1c(SCc2ccccc2F)nc2c1c(=O)n(C)c(=O)n2C
 : 9% | -9% | 13% | nt | 3 | -8
#62 COC(=O)c1cnn(-c2ccc(F)cc2F)c1/C=N/NC(=S)NC(C)(C)C
 : -9% | 4% | ? | ? | 2 | -1

High-throughput results (PubChem)
